Screening data: PubChem BioAssay, National Center for Advancing Translational Sciences (NCATS)
HTT ATP protect = Huntington cell model cytoprotection by ATP luminescence; PC12 HTT-Q103 induced, cytoprotection, ATP luminescence, 40 h; Potency, µM (highest dose often 56.4 µM), inactives show cytoprotection (ATP increase), most hits filed as activators; 0.14% of 230,000 active; AID 1471;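 further: % of control where 0% means no effect; nearly all actives have a fitted effect of over 45% in size; toxic huntingtin expression switched on by the ecdysone agonist tebufenozide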
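Cells were plated at 1500 per well in phenol red-free DMEM with 5% equine and 5% calf serum. Tebufenozide (100 nM final) and compounds were added, then ATPlite reagent, and luminescence was read.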
TRb SRC2 PPI = inhibitors of human thyroid hormone receptor beta-SRC2 interaction | TRbeta-SRC2 peptide binding, fluorescence polarization; receptor liganded with 1 µM T3 | 0.065% of 280,000 active | Potency, µM (top dose mostly 106 µM), for the others: at the top dose activity change, negative = inhibition, hits mostly inhibitors | P10828;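 further: plate controls were bound peptide for no effect and peptide without receptor for full effect; nearly all actives have a fitted effect of over 50% in size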
Target sequence (P10828 whole entry, looked up): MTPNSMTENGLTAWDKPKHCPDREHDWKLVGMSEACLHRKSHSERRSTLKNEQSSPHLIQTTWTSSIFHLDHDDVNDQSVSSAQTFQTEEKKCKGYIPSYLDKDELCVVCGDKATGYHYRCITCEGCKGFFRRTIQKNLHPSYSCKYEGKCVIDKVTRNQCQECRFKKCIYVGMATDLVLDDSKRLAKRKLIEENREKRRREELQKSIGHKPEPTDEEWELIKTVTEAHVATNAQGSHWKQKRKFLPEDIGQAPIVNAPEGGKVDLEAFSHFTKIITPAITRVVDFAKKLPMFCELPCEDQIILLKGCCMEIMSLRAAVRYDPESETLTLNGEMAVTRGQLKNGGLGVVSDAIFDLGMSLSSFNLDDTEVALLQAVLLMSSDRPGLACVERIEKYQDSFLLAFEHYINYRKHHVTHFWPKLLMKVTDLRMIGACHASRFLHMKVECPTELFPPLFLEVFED
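Fluorescence polarization of 20 nM Texas Red SRC2 peptide with 0.6 uM human TRb ligand-binding domain, in Tris buffer with 1uM T3 and 5% DMSO. Incubated 5 hr ambient; normalized to unbound and bound controls.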
L3MBTL1 block = blocks human L3MBTL1 | 0.66% of 230,000 active | Q9Y468 | Potency, µM (highest dose often 57.1 µM), for the others: at the top dose activity, negative = inhibition, usual class: inhibitors | AlphaScreen L3MBTL1–H3K9me1 peptide binding; further: on the % scale 0 is the no-effect control and ±100 the full control effect; nearly all actives have a fitted effect of over 60% in size
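AlphaScreen proximity signal between nickel-chelate acceptor and streptavidin donor beads (final 10 ug/mL) reports binding of 50 nM L3MBTL1 to 75 nM biotin-H3 K9me1 peptide; complex incubated with compounds 30 min at room temperature; cefsulodin titration as control.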
Tau fluor cs = counter-screen for tau fibril formation inhibitors. tau K18 P301L Alexa594 fluorescence, heparin fibrillization. Potency, µM (series often up to 57.7 µM), for the others: at the top dose activity change, negative = decrease. 0.93% of 280,000 active; further: on the % scale 0 is the no-effect control and ±100 the full control effect; nearly all actives have a fitted effect of over 55% in size
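Human K18 P301L tau (15 uM unlabeled plus 0.24 uM Alexa 594-labeled, final) in 100 mM sodium acetate pH 7 was mixed with compound and 20 uM heparin and incubated 6 hr at 37 C.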
TR SRC2 fluor cs = alters Texas Red total fluorescence, flagging assay interference. TRb/SRC2 Texas Red total fluorescence interference. 0.29% of 280,000 active. Potency, µM (doses to about 106 µM), for inactives: at the top dose fluorescence change, negative = quenching. AID 1479; active means well fitted curve in either direction with a large enough effect; inconclusive means small, poorly fitted or top-dose-only effect; further: on the % scale 0 is the no-effect control and ±100 the full control effect
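Human TRβ ligand-binding domain (0.6 uM) and Texas Red SRC2 peptide (20 nM) in Tris buffer with 1 uM T3 and 5% DMSO were incubated with pinned compound for 5 hr at ambient temperature. Total fluorescence was computed as S + 2P (555/632 nm).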
RECQ1 inh = blocks DNA unwinding by human RECQ1; AID 2549; Potency, µM (doses to about 57.3 µM), without a hit: top-dose activity, negative = inhibition, usual class: inhibitors; 0.54% of 240,000 active; RECQ1 DNA unwinding, red fluorescence kinetic read; P46063;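 further: plate controls were vehicle for no effect and no enzyme for full effect; nearly all actives have a fitted effect of over 30% in size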
Target sequence (P46063 whole entry, looked up): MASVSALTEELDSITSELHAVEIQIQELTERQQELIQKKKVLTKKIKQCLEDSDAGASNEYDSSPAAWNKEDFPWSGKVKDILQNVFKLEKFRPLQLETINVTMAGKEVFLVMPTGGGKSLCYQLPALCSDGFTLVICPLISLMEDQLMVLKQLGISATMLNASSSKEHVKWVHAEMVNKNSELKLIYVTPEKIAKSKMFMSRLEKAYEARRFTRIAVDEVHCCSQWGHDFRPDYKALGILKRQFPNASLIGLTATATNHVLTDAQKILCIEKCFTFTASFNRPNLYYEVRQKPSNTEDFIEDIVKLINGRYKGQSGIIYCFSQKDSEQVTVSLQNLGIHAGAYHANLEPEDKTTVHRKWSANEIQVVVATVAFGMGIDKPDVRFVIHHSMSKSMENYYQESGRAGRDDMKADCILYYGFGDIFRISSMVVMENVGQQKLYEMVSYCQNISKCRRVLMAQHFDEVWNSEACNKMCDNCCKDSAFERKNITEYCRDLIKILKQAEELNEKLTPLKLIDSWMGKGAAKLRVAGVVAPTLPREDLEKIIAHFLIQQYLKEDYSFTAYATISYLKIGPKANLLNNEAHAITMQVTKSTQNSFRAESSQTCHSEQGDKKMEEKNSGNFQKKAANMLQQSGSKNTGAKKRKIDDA
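RECQ1T1 50 nM; forked duplex (20 bp + 30-nt ss tails) 200 nM, ATP 2 mM final; pH 8.0, 2 mM MgCl2, 2.5 ug/ml poly(dI-dC); 15 min compound preincubation; discontinuous kinetic read over 2 h at RT.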
Tau fibril ThT = tau fibrillization inhibition (ThT binding) | P10636 | recombinant tau K18 P301L, heparin-induced fibrillization, ThT fluorescence | Potency, µM (titrated, usually from 57.4 µM), inactives show top-dose activity, negative = inhibition, usual class: inhibitors | 2.1% of 270,000 active | AID 1460; further: on the % scale 0 is the no-effect control and ±100 the full control effect; nearly all actives have a fitted effect of over 55% in size
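Fibril formation assay: tau K18 P301L at 15 uM with trace Alexa 594 label, heparin inducer 20 uM, pH 7 sodium acetate buffer, 37 C for 6 hr; endpoint ThT signal.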
Tau fibril FP = blocks human tau fibril formation measured by polarization. P10636. K18 P301L tau heparin fibrillization, Alexa594 FP, 6 h. Potency, µM (doses to about 57.7 µM), for inactives: at the top dose activity, negative = inhibition, most hits filed as inhibitors. 0.39% of 280,000 active. AID 1468; further: on the % scale 0 is the no-effect control and ±100 the full control effect; nearly all actives have a fitted effect of over 55% in size
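Recombinant K18 P301L […], labeled with Alexa 594 at 0.24 uM over 15 uM unlabeled; heparin inducer 20 uM final; 37 C, 6 hr; FP endpoint.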
* = called active by the depositor; i = inactive; u = inconclusive; x = no result given; [ ] = dose if it differs, or a comment. Unless noted, the call rests on the fitted dose curve; in most records, active means well fitted curve in the direction sought with a large enough effect; inconclusive means small, poorly fitted or top-dose-only effect, or another doubt; inactive means no such curve, though single readings can be large; an effect the other way counts as inactive or inconclusive. Potency means the concentration at half of the fitted maximal effect.

mol | HTT ATP protect | TRb SRC2 PPI | L3MBTL1 block | Tau fluor cs | TR SRC2 fluor cs | RECQ1 inh | Tau fibril ThT | Tau fibril FP
O=C(COC(=O)C1(c2ccc(F)cc2)CCCC1)N1CCOCC1 | 7% | -1% | 13% | -11% | -1% | -9% | -7% | -1%
c1ccc2[nH]c(CSc3nccs3)nc2c1 | 23%[10 µM] | -3% | 11% | -5% | -2% | i | -10% | 2%
C=CCN(CC=C)S(=O)(=O)c1ccc(NC(=S)NC(=O)c2ccco2)cc1 | -12% | -9% | x | -28% | 1% | -5% | -17% | -12%
CCOc1ccc(NC(=O)[C@@H](NC(=O)OCc2ccccc2)[C@@H](C)CC)cc1 | 42%[10 µM] | -2% | -3% | -6% | 0% | 0% | -5% | -9%
C=CCn1c(SCC(=O)c2c(N)n(CCC)c(=O)n(C)c2=O)nc2sc(CC)cc2c1=O | -24% | -6% | x | -24% | 1% | i | -7% | -11%
COc1ccc2c(c1)c(=O)oc1cc(O)ccc12 | 11%[10 µM] | -3% | 20% | -6% | -3% | -13% | u | 0%
CCN(CC)S(=O)(=O)c1ccc(N(C)Cc2ccc(C(F)(F)F)cc2)nc1 | 10% | 1% | x | -27% | -4% | -18% | -18% | -3%
CC1CC(C)CN(CC(=O)N2c3ccccc3CCc3ccccc32)C1 (configuration not stated) | -15% | -1% | 2% | -6% | -4% | i | -2% | -19%
CCCN(CCC)CC(O)Cn1cc(/C=C/C(=O)c2ccccc2)c2ccccc21 (configuration not stated) | -52%[inhibitor] | 3% | x | u | -7% | -1% | u | -6%
O=C(Nc1nc(-c2ccccc2)cs1)c1ccc(Br)o1 | -42%[inhibitor] | -13% | 0% | u | 2% | -21% | u | -8%
COCCNC(=O)CN(C(=O)Cn1nnc2ccccc21)c1ccc(F)c(Cl)c1 | -11%[10 µM] | -12% | x | -6% | 2% | i | -6% | -6%
O=C1/C(=C\c2cccs2)N=C(c2cccs2)N1Nc1ccccc1 | -8% | 0% | x | u | -4% | -17% | 10µM* | -18%
Cc1ccc(S(=O)(=O)Oc2ccccc2/C=N/NC(N)=S)cc1 | -53%[inhibitor][10 µM] | -1% | x | -18% | 5% | -6% | -3% | u
O=C(CSc1nc2ccccc2n1Cc1ccc(Cl)cc1)N/N=C/c1ccc(C(=O)O)cc1 | -40%[inhibitor] | 0% | 4% | -7% | 1% | i | -8% | 0%
O=C(CCC(=O)N1CCN(c2ccccn2)CC1)Nc1nnc(C2CCCCC2)s1 | -18% | 4% | -9% | 4% | 1% | -13% | -4% | 3%
Cc1cccc(-n2cc(-c3ccccc3)c3c(=O)[nH]cnc32)c1 | 7%[10 µM] | 5% | -10% | -29% | -1% | -2% | u | -15%
COc1ccc2cc(/C=N/NC(=O)c3ccc(CN(c4ccc(C)c(C)c4)S(C)(=O)=O)cc3)c(Cl)nc2c1 | 5%[1.9 µM] | -2% | -6% | -17% | -10% | -2% | 6% | u
Cc1ccc(OCC(=O)N2CCN(c3nnc(-c4ccccc4)c4ccccc34)CC2)cc1 | -60%[inhibitor] | 7% | x | -6% | -4% | -6% | u | 9%
O=C1OCCC1Sc1nnc(-c2ccc(F)cc2)n1Cc1ccccc1 (configuration not stated) | 10%[0.074 µM] | 3% | 9% | 4% | -1% | i | 3% | -3%
O=C(NCCc1ccccn1)c1ccc(OC(F)F)cc1 | -135%[inhibitor] | -2% | 8% | -2% | 0% | -1% | -8% | -2%
CCOC(=O)c1cc2c(=O)n3ccccc3nc2n(CC2CCCO2)c1=NC(=O)c1ccc(F)cc1 (configuration not stated) | x | -6% | x | -14% | 0% | x | -3% | -10%
COC(=O)c1ccc(NC(=O)CSc2cn(CC(=O)N3CCCCC3)c3ccccc23)cc1 | x | -5% | x | -28% | 0% | x | u | -3%
COc1ccc(NC(=O)CSc2nc3ccccc3n2CC(=O)N2CCCC(C)C2)cc1 (configuration not stated) | x | 8% | x | -11% | -2% | x | -2% | 6%
COc1ccccc1C1NC(=O)c2n[nH]c(-c3cccs3)c21 (configuration not stated) | x | -4% | x | -5% | -1% | x | -3% | -2%
Cc1cccc(Nc2nc(-c3ccccc3)nc3ccccc23)c1 | x | -8% | x | 6.3µM*[quencher] | -8% | x | -9% | 8.9µM*
CN1CC(=O)N(CC(=O)NCCc2ccc(F)cc2)c2ccccc2C1=O | 10% | -4% | x | 1% | 0% | -12% | -2% | 4%
O=C(CC1CCCCC1)NCc1ccc(F)cc1 | -26% | -1% | 10% | -1% | -2% | i | -3% | -1%
N/C(Cc1cccc2ccccc12)=N\OC(=O)c1ccc2c(c1)OCO2 | x | -2% | 4% | 0% | 0% | 29% | -2% | -5%
Cc1ccc(C2c3[nH]c4ccccc4c3CCN2C(=O)Nc2ccc(C)c(C)c2)cc1 (configuration not stated) | x | -2% | x | -18% | -4% | x | 0% | 5%
CCN(CC)S(=O)(=O)c1ccc2nc(NC(=O)c3cncc(Br)c3)sc2c1 | x | -4% | x | -23% | -1% | x | 6% | -3%
O=C1CSC(c2cccnc2)N1C1CCCCC1 (configuration not stated) | -32% | -1% | -3% | -3% | 0% | i | -7% | -3%
COc1ccc(C2Nc3ccccc3C(=O)N2Cc2ccccc2)cc1Cn1nnc2ccccc21 (configuration not stated) | -1% | 2% | -6% | -8% | -1% | -12% | -11% | 8%
NC(=O)C1=C[C@H](c2ccccc2)C[C@H](OCc2ccc(CO)cc2)O1 | 16%[10 µM] | 4% | 4% | 0% | -3% | -3% | -10% | -8%
CCn1c(CN2CCCCC2)nc2cc(NC(=O)COc3ccc(C(C)(C)C)cc3)ccc21 | x | -6% | x | -3% | 3% | x | -7% | -8%
N#CC1=C(S)N(c2ccccc2)C(c2ccco2)NC1=O (configuration not stated) | 23%[10 µM] | -10% | u | -10% | -3% | -5% | 4% | -12%
CCOc1ccc(S(=O)(=O)N(C)c2ccc(OCC(=O)NCc3ccco3)cc2)cc1 | 3% | -6% | x | -17% | -3% | -6% | -15% | 4%
CN1CCN(c2ccc(Cl)cc2NC(=O)c2ccc(S(=O)(=O)N(C)C)cc2)CC1 | -8% | 5% | x | -13% | -1% | -2% | -8% | -3%
CCc1cc2c(NC3CCCC3)ncnc2s1 | -9%[10 µM] | -3% | 2% | -14% | -1% | -2% | -8% | -5%
C/C(=C\c1ccc2c(c1)OCO2)C(=O)c1c(C)cc(C)[nH]c1=O | 5%[10 µM] | -1% | 8% | -3% | -2% | -14% | -10% | 7%
Cc1ccc(NC(=O)c2c(Cl)n(C)c3ccccc23)cc1 | -42%[inhibitor] | 0% | 1% | -21% | 0% | u | u | -1%

A second format for part of the listing above:
Values in the order – HTT ATP protect | TRb SRC2 PPI | L3MBTL1 block | Tau fluor cs | TR SRC2 fluor cs | RECQ1 inh | Tau fibril ThT | Tau fibril FP
> COc1ccc(NC(=O)CSc2nc3ccccc3n2CC(=O)N2CCCC(C)C2)cc1 (configuration not stated)
 : x | 8% | x | -11% | -2% | x | -2% | 6%
> COc1ccccc1C1NC(=O)c2n[nH]c(-c3cccs3)c21 (configuration not stated)
 : x | -4% | x | -5% | -1% | x | -3% | -2%

Two records drawn at random from the list so far:
mol | HTT ATP protect | TRb SRC2 PPI | L3MBTL1 block | Tau fluor cs | TR SRC2 fluor cs | RECQ1 inh | Tau fibril ThT | Tau fibril FP
O=C1/C(=C\c2cccs2)N=C(c2cccs2)N1Nc1ccccc1 | -8% | 0% | x | u | -4% | -17% | 10µM* | -18%
O=C1OCCC1Sc1nnc(-c2ccc(F)cc2)n1Cc1ccccc1 (configuration not stated) | 10%[0.074 µM] | 3% | 9% | 4% | -1% | i | 3% | -3%

More structures follow.
mol | HTT ATP protect | TRb SRC2 PPI | L3MBTL1 block | Tau fluor cs | TR SRC2 fluor cs | RECQ1 inh | Tau fibril ThT | Tau fibril FP
CCc1ccccc1NC(=O)Cn1c(=O)n(-c2cccc(C)c2)c(=O)c2c1c1cc(OC)ccc1n2C | x | 2% | x | 4% | -1% | x | 10% | -5%
COc1ccc(OC)c(C(=O)CC2OC(=O)c3ccccc32)c1 (configuration not stated) | -33% | 1% | 4% | -5% | 3% | i | -10% | -4%
Cc1c2cnn(CC(=O)Nc3cccc(C(F)(F)F)c3)c(=O)c2c(C)n1Cc1ccccc1Cl | x | 6% | x | -13% | -4% | x | 4% | u
Cc1ccc(-c2nn(-c3ccccc3)cc2/C=N/NC(=O)c2ccc(Br)o2)cc1 | -42%[inhibitor] | 3% | -13% | -13% | 0% | -4% | -10% | -14%
CC(=O)Nc1ccc(S(=O)(=O)NNC(=O)c2sc(=S)n(C)c2C)cc1 | 37%[10 µM] | -7% | 6% | -2% | -8% | -6% | -4% | -1%
COc1ccc(/C=C(\C#N)C(=O)OCC(=O)NCc2ccccc2)cc1 | 15%[10 µM] | 6% | 7% | 8% | 0% | -12% | 4% | 0%
CC(C)(Nc1ccccc1)C(=O)c1ccccc1 | -1%[10 µM] | 0% | 8% | -7% | 0% | -18% | 3% | 4%
N=C(N)SCc1cn2ccccc2n1 | 13%[10 µM] | -11% | 12% | 7% | 3% | -7% | -11% | -3%
Cc1cc(C)cc(OCC(=O)N2CCCCCC2)c1 | 14% | 3% | 7%[11.4 µM] | 4% | -6% | -8% | 2% | 1%
Cc1cccc2c(N)c3c(nc12)CCCC3 (tested in a mixture with another compound) | x | 2% | -1% | 2% | -5% | i | -2% | -2%
Cc1ccc(C)c2[nH]c(=O)c(CN(Cc3ccco3)C(=O)Nc3ccccc3)cc12 | -107%[inhibitor] | 8% | -24% | -13% | 0% | -12% | u | 8%
CN(Cc1ccccc1)C(=S)Nc1cccnc1 | -25% | -1% | x | -3% | -1% | -3% | 5% | -3%
Cc1ccccc1NS(=O)(=O)c1ccc(Cl)cc1 | 0%[10 µM] | 11% | 6% | -7% | -4% | i | 3% | -4%
COc1ccc(-c2cc(C(=O)Nc3sc4c(c3C(N)=O)CCCC4)no2)cc1 | x | -4% | x | -7% | u | x | u | -11%
COCc1nnc(NS(=O)(=O)c2c(C)cc(C)cc2C)s1 | -9% | -1% | x | -1% | -1% | 2% | 0% | 3%

Only part of the results is shown; the hit share may differ from the screen's.
